MCL1-BIM inh: inhibitors of MCL1 binding to BIM-BH3, primary screen, biochemical, fluorescence polarization; GST-MCL1 / FITC-Bim-BH3 fluorescence polarization; inhibition, % at 10.9 µM; hit rate 0.68% among 320,000;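 active = inhibition above the mean inhibition of all tested compounds plus 3 SD, set per campaign, cut at about 40% in these data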;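 note: 0% = DMSO wells and 100% = unlabeled Bim-BH3 peptide control; higher means more loss of mP so more displacement of Bim peptide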
MEX-5 binding: MEX-5 zinc finger RNA-binding disruptors – biochemical, C. elegans, fluorescence polarization, MLPCN library, primary screen; hit rate 0.38% among 300,000; Zinc finger protein mex-5 (Caenorhabditis elegans), Q9XUB2; AID 1832, 2009; MEX-5/FITC-TCR2 RNA binding; hits give low values; activity score (negative = inhibition of binding), % at 10 µM;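 active = inhibition past about -25% in most replicates, and total fluorescence under double the plate's negative control median, limit read from the data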;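 note: 0% = DMSO and -100% = 5 µM competing unlabeled TCR2 RNA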
PAFAH1B2 FP inh: PAFAH1B2 enzyme inhibitors, primary screen, biochemical, fluorescence polarization, human; Platelet-activating factor acetylhydrolase IB subunit alpha2 (Homo sapiens), P68402; recombinant PAFAH1B2, FP-rhodamine activity probe; inhibition, % at 3.39 µM; hit rate 1.2% among 340,000; AID 492953, 2010;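 active = inhibition above the mean of all tested compounds plus 3 SD, cut at about 24% in these data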;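 note: 0% = enzyme with DMSO and 100% = wells lacking PAFAH1B2; many of its hits are not listed in these tables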
AHR act: AHR activators, primary screen, cell-based, luminescence, luciferase reporter, human; AID 2796, 2010; AHR-responsive luciferase reporter cells; hit rate 2.5% among 320,000; activation, % at 5 µM; in the data active = activation above about 47%;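 note: 0% = vehicle wells and 100% = reference agonist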
PME-1 primary: PME-1 inhibitors via competitive probe labeling, primary screen, biochemical, fluorescence polarization, FP-Rh probe, HTS. AID 2130, 2009. inhibition, % at 5.9 µM. hit rate 0.53% among 320,000. Protein phosphatase methylesterase 1 (Homo sapiens), Q9Y570. recombinant PME-1;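 active = inhibition above the campaign mean of all compounds plus 3 SD, cut at about 26% in these data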;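 note: competitive labeling of PME-1 active site by serine hydrolase directed probe; 0% = PME-1 with DMSO and 100% = wells lacking PME-1 enzyme; inhibitors block probe labeling so polarization falls and inhibition rises; many of its hits are not listed in these tables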
Fam108B counter: mouse Fam108B serine hydrolase inhibitors, primary screen, counter-screen for RBBP9 inhibitor project, biochemical, fluorescence polarization | hit rate 0.33% among 300,000 | recombinant Fam108B, FP-Rh probe fluorescence polarization | inhibition, % at 9.51 µM;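 active = inhibition above the screen mean inhibition plus 3 SD, computed separately per campaign, cut at about 18% in these data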;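 note: inhibitors lower polarization as less probe binds the enzyme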
Bcl-xL primary: inhibitors of human Bcl-xL, primary screen, biochemical, fluorescence polarization, HTS | Bcl-2-like protein 1 (Homo sapiens), Q07817 | GST-Bcl-xL / FITC-Bim BH3 peptide fluorescence polarization | inhibition, % at 10.9 µM | hit rate 0.7% among 320,000 | AID 2129, 2009;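 active = inhibition above the mean of all tested compounds plus 3 SD, cutoff set per campaign, cut at about 30% in these data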;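 note: 0% = DMSO wells and 100% = unlabeled Bim-BH3 peptide competitor; inhibitors lower millipolarization by displacing the labeled peptide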
pPAFAH FP inh: pPAFAH enzyme inhibitors, primary screen, biochemical, fluorescence polarization, human; Platelet-activating factor acetylhydrolase (Homo sapiens), Q13093; recombinant pPAFAH, FP-rhodamine probe fluorescence polarization; inhibition, % at 3.39 µM; hit rate 1.5% among 330,000;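 active = inhibition above the mean inhibition across the screen plus 3 SD, cut at about 25% in these data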;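 note: inhibitors block binding of the rhodamine activity-based probe so polarization drops; 0% = enzyme with DMSO and 100% = wells lacking pPAFAH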
Target sequence (Q13093 whole entry, looked up): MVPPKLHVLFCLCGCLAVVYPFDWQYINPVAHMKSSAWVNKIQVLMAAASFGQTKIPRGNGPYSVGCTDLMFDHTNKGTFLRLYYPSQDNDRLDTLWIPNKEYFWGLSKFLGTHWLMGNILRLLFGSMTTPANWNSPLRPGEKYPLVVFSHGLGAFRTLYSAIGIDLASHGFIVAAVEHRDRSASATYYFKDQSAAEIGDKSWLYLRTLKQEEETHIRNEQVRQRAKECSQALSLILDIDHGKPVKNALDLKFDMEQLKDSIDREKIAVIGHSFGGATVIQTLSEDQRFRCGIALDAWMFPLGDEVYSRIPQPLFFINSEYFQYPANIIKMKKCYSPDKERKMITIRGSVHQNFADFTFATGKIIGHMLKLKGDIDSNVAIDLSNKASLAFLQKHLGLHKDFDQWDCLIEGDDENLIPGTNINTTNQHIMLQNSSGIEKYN
GLD-1 RNA inh: GLD-1/TGE RNA complex disruptors, primary screen, biochemical, fluorescence polarization. Female germline-specific tumor suppressor gld-1 (Caenorhabditis elegans), Q17339. purified GLD-1 + fluorescein TGE RNA. hit rate 0.44% among 320,000. AID 2280, 2010. inhibition, % at 5.96 µM;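 active = percent inhibition above a per-plate cutoff, the plate mean of test compounds plus 3 SD, cut at about 30% in these data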;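 note: 0% = DMSO wells with GLD-1 and probe and 100% = wells lacking GLD-1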
Target sequence (Q17339 whole entry, looked up): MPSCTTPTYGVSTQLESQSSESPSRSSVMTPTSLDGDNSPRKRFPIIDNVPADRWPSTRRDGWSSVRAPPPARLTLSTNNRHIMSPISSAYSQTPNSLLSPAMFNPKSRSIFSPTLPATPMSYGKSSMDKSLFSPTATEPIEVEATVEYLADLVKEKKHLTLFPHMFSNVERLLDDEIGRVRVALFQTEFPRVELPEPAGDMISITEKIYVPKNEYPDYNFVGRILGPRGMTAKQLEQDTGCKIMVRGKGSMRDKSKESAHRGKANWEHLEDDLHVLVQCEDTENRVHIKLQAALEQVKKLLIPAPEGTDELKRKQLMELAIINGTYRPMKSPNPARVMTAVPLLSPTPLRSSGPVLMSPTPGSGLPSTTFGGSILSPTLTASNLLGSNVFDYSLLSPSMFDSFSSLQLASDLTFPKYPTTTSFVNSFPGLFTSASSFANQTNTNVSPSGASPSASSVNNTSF
Active calls of the source: *; . = no result given. Only part of the results is shown (hit frequency here may not be typical).

SMILES	MCL1-BIM inh	MEX-5 binding	PAFAH1B2 FP inh	AHR act	PME-1 primary	Fam108B counter	Bcl-xL primary	pPAFAH FP inh	GLD-1 RNA inh
CCOc1ccc(C(CC(=O)O)NC(=O)c2sc3ccccc3c2Cl)cc1 (stereo not given)	-3	0.4	2	0	-6	5	4	5	2
Cc1csc(SCC(=O)Nc2cc(S(=O)(=O)N3CCCC3)ccc2Cl)n1	0	0.5	4	1	15	-1	0	4	0
CC1CCN(S(=O)(=O)N2CCC(C(=O)O)CC2)CC1	4	0.5	2	-3	5	0	2	0	6
Cc1nn(C)c(C(=O)N/N=C/c2cccc(Oc3ccccc3)c2)c1Br	-3	1.1	-3	1	-6	0	-4	0	10
Cc1cc(N2CCOCC2)nc2ccc(NC(=O)CCC(=O)N3CCN(c4ccc(F)cc4)CC3)cc12	1	0.3	6	4	6	4	4	9	10
C[C@@]12C(=O)N(Cc3ccccc3)CC(=O)N1[C@H]1c3ccccc3OC[C@@H]1[C@@H]2c1ccccc1	2	.	3	-5	1	.	1	0	-5
COc1ccc(NC(=S)N(CCC(C)C)C2CCN(C(C)C)CC2)cc1Cl	11	-9.9	9	-6	6	-3	9	2	-9
COc1cccc(C(=O)C2CCCN(C/C=C/c3ccccc3OC)C2)c1 (stereo not given)	0	.	-1	6	3	-1	0	3	-4
C=Cn1cc[n+](CC(=O)c2ccc(OC)cc2)c1	-10	-3.0	-3	1	-3	1	4	-1	-2
O=C(Nc1ccc(F)cc1F)c1c(C(F)(F)F)ccnc1Oc1cccc(C(F)(F)F)c1	-5	2.3	4	-1	2	1	-2	1	2
O=C(O)c1ccc2c(=O)n3c(nc2c1)/C(=C/c1ccc(OC(F)F)cc1OC(F)F)CC3	3	-0.1	5	1	0	2	3	4	-3
COc1ccc(C2=NN(C(=O)c3cccnc3)C(c3ccccc3)C2)cc1 (stereo not given)	-3	0.1	-2	-1	-1	-1	1	3	2
COc1cccc(OC)c1C(=O)OCC(=O)N(C)c1ccccc1	-3	-0.4	2	1	-4	0	4	4	-5
CN1CCN(C(=O)C23CC4CC(CC(C4)C2)C3)CC1	1	1.4	.	0	-2	-5	-2	5	-4
Cc1cc(C)nc(SSc2nc(C)cc(C)n2)n1	13	-1.0	3	1	-4	-6	8	3	7
Cc1cnc(C(=O)OCc2ccc(C#N)cc2)cn1	-5	0.5	1	2	1	-4	1	3	3
O=C(Cc1c(F)cccc1Cl)Nc1cccnc1	4	-0.6	-2	1	-4	-4	3	0	0
CCOC(=O)C1=C(C)NC(=O)N(C(C)=O)C1c1ccc(Cl)cc1 (stereo not given)	5	0.0	3	1	0	8	0	7	5
O=C(NOC(=O)c1ccccc1F)c1ccc(OC(F)F)cc1	2	-2.4	-2	-2	3	-5	7	3	1
c1ccc2oc(-c3ccc4nc[nH]c4c3)nc2c1	1	0.3	3	97*	1	-2	3	2	3
COc1ccc(NC(=O)COC(=O)c2ccc3c(c2)OCCO3)cc1OC	-4	.	-2	0	-4	.	-2	4	-4
C[C@@H](NC(=O)Cn1cnc2c(OCc3ccccc3)ncnc21)c1cccc2ccccc12	.	.	1	2	.	.	.	7	1
O=C(CCN1C(=O)/C(=C\c2cccs2)SC1=S)Nc1ccc(C(=O)O)cc1	7	-9.0	0	1	3	0	5	7	-3
O=C1NC(=O)C(c2cccs2)(c2cccs2)N1	6	1.0	-2	-1	-4	-1	3	0	2
Cc1cc(-c2n[nH]c(=S)n2/N=C/c2c[nH]c3ccccc23)n[nH]1	-11	0.5	8	7	10	-1	1	4	-3

Three entries already listed, ordered by molar mass, ascending:
SMILES	MCL1-BIM inh	MEX-5 binding	PAFAH1B2 FP inh	AHR act	PME-1 primary	Fam108B counter	Bcl-xL primary	pPAFAH FP inh	GLD-1 RNA inh
COc1cccc(C(=O)C2CCCN(C/C=C/c3ccccc3OC)C2)c1 (stereo not given)	0	.	-1	6	3	-1	0	3	-4
COc1ccc(NC(=O)COC(=O)c2ccc3c(c2)OCCO3)cc1OC	-4	.	-2	0	-4	.	-2	4	-4
CCOc1ccc(C(CC(=O)O)NC(=O)c2sc3ccccc3c2Cl)cc1 (stereo not given)	-3	0.4	2	0	-6	5	4	5	2

The results go on.
SMILES	MCL1-BIM inh	MEX-5 binding	PAFAH1B2 FP inh	AHR act	PME-1 primary	Fam108B counter	Bcl-xL primary	pPAFAH FP inh	GLD-1 RNA inh
CCOc1cc(C=O)ccc1OCC(=O)NC(C)(C)C	0	2.3	7	1	-2	5	-1	-2	6
CC1(c2nnc(-c3ccc(F)cc3)o2)CC(c2ccccc2)=NO1 (stereo not given)	6	1.2	-5	0	1	1	1	-1	3
CC1(OC(=O)CCc2ccccc2)C(=O)C=C2C=C(c3ccc(C#N)cc3)N(C3CCCC3)C=C2C1=O (stereo not given)	16	0.5	-1	-1	9	6	18	9	8
COc1cc(/C=N/NC(=O)c2nc(-c3ccccc3)n(-c3ccccc3)n2)ccc1O	16	-1.0	7	0	0	0	9	7	9
COCCn1c(SCC(=O)OCc2ccccc2)nc2c1c(=O)[nH]c(=O)n2C	10	1.3	2	0	-4	2	9	6	3
CC(Nc1cc(N2CCOCC2)ccc1[N+](=O)[O-])c1ccccc1 (stereo not given)	5	-0.6	21	2	3	3	-4	5	-1
COc1cccc(-c2nc(CS(=O)(=O)c3ccccc3)no2)c1	5	1.6	-2	5	-4	0	4	8	4
O=C(CCCN1C(=O)c2ccccc2C1=O)Nc1ccc(S(=O)(=O)N2CCOCC2)cc1	8	-2.0	12	0	3	0	1	0	6
O=C(COC(=O)c1ccccc1O)NC1CCCc2ccccc21 (stereo not given)	.	.	4	0	.	.	.	2	3
NS(=O)(=O)c1ccc(NC(=O)CN2C(=O)C3C4C=CC(C4)C3C2=O)cc1 (stereo not given)	0	2.1	7	-2	-7	-2	-3	-3	-3
Fc1ccc2c(c1)C(c1ccc(N3CCOCC3)cc1)=NNC(c1cccs1)=N2	-3	-3.6	0	2	7	2	5	5	-1
Cc1cc(C)cc(NC(=O)C2CCCN2/C=C/C(=O)C(F)(F)F)c1 (stereo not given)	10	-4.5	7	8	3	-4	5	-1	-9
CCC12CN3CCN(CC(C3)/C1=N\NC(=O)Nc1ccccc1)C2	0	3.7	6	9	-11	-8	5	-5	-9
CC(=O)c1cccc(S(=O)(=O)Nc2cc(C(F)(F)F)ccc2N2CCOCC2)c1	3	.	-5	4	6	.	5	9	8
O=C(CCn1nc(-c2ccc(Cl)cc2)ccc1=O)NCc1cccnc1	1	-1.5	6	3	-5	-3	4	2	-1
CCOC(=O)c1c(C)nc2c(c1-c1cc(OC)ccc1OC)C(=O)c1ccccc1-2	-4	0.9	0	1	2	-5	0	2	-1
CCN(CC)S(=O)(=O)c1ccc2c(c1)N(CC(=O)NCCc1ccc(S(N)(=O)=O)cc1)C(=O)CO2	-3	2.9	1	2	2	0	4	9	3
Cc1nc2cc(N3CCCCC3)c(NC(=O)c3ccncc3)cc2c(=O)n1Cc1ccc(Cl)cc1	-2	-4.6	.	23	-2	-5	-1	-2	-1
Cc1cc(C)c(C)c(S(=O)(=O)N2CCN(C(=O)c3ccccn3)CC2)c1C	-1	.	2	0	-5	.	5	-7	-4
CC1CCCCC1NC(=O)CSCC(=O)O (stereo not given)	2	3.1	2	2	6	12	-3	6	7
c1ccc2c(c1)COC(CNC1CCCCC1)OC2	3	1.3	6	1	2	7	3	-1	4
CCOC(=O)c1c(CN(C)C)n(-c2ccccc2)c2cc(Br)c(O)cc12	0	-0.2	4	0	-2	1	12	3	-2
COC(=O)CCC(=O)NNC(=O)C1CC1(c1ccccc1)c1ccccc1 (stereo not given)	-2	-0.9	4	0	4	-4	3	1	4
COc1cc(C(=O)Nc2ccncc2)cc(OC)c1OC	3	0.8	-5	5	5	-2	5	9	6
COc1ccc(-c2nnn(Cc3nn[nH]n3)n2)cc1OC	6	-0.9	3	1	-4	6	6	2	-11
Later entries.
SMILES	MCL1-BIM inh	MEX-5 binding	PAFAH1B2 FP inh	AHR act	PME-1 primary	Fam108B counter	Bcl-xL primary	pPAFAH FP inh	GLD-1 RNA inh
CCc1cccc(OCCn2nc(C(=O)O)c3ccccc3c2=O)c1	2	0.4	0	-2	4	-5	6	0	-7
Nc1nonc1-c1noc(N2CCCCC2)n1	-4	0.0	-2	5	-2	6	1	1	0
Cc1ccc(S(=O)(=O)N2CCCC(C(=O)Nc3ccc(C(=O)O)cc3)C2)cc1Cl (stereo not given)	4	0.7	3	2	0	-3	7	4	5
CCN(CC)C(=O)CSc1nc2sc3c(c2c(=O)n1CCOC)CCC3	2	-0.5	1	3	-5	-2	1	16	-1
N/C(Cc1ccc(Cl)c(Cl)c1)=N\OC(=O)c1ccc(Br)o1	1	1.2	3	4	-5	-7	5	7	-4
COCCNC(=O)CN(Cc1ccccc1)S(=O)(=O)c1ccc2nc(C)sc2c1	3	1.3	3	0	0	2	3	4	3
COc1cccc(NC(=O)C2CCN(C(=O)[C@@H]3Cc4ccccc4CN3)CC2)c1	9	-0.5	5	0	-4	2	7	6	-8
COc1ccc(N2CC(O)=C(c3nc(-c4ccccc4)cs3)C2=N)cc1	-1	-1.8	2	11	0	-5	-4	4	-5
Cc1ccc(-c2nc(CN3CCCC(C(=O)N4CCOCC4)C3)c(C)o2)cc1 (stereo not given)	0	1.2	1	5	0	-6	2	6	1
Cc1ccc(C)n1-c1nn(S(=O)(=O)c2ccccc2)c2cccc(F)c12	3	0.5	.	-2	19	-4	0	2	1
COc1cc(C(=O)Nc2nc(-c3cccs3)cs2)cc(OC)c1OC	2	-2.0	0	-4	-33	-12	2	-7	11
CCC(=O)N(CCCN(C)C)c1nc(-c2cc(OC)ccc2OC)cs1	2	0.6	0	5	-7	2	3	4	-3
Cc1ccc2c(c1)N(CC(=O)N1CCCc3ccccc31)C(=O)C(C)O2 (stereo not given)	-2	1.3	3	2	0	1	4	5	5
O=C(COc1ccc(F)cc1)NC1CC1	7	0.4	7	0	3	0	6	2	4
Cc1cccc(-n2c(-c3ccncc3)n[nH]c2=S)c1	-15	0.1	7	1	-4	0	-16	5	5
Nc1c(C(=O)CSc2nc3ccccc3o2)c(=O)[nH]c(=O)n1C1CC1	12	.	0	2	-16	.	4	-4	8
Cc1ccc(C)c(NC(=O)COC(=O)c2ccc3ccccc3n2)c1	3	.	-1	24	0	.	5	15	-12
O=C(Nc1nnc(Cc2ccc(F)cc2)s1)Nc1ccccc1F	0	1.0	4	16	-7	2	4	-2	2
CSc1ccccc1OCc1cc(C(=O)NC2CCc3ccccc32)no1 (stereo not given)	6	1.3	1	12	-1	-1	7	5	-5
[O-][n+]1ccc(OCc2ccccc2)cc1	-2	2.6	6	-1	-1	2	-7	4	6
Cc1c(CN2CCCC(C(=O)c3cccc(OC(C)C)c3)C2)c(=O)n(-c2ccccc2)n1C (stereo not given)	4	-1.2	7	1	4	-2	4	1	1
Cc1sc(NC(=O)CCC(=O)O)c(C(N)=O)c1-c1ccccc1	4	1.9	6	13	-8	14	5	-1	-6

Screening data (PubChem)
